# EPAC2 agonist = EPAC2 (human) agonism | Q8WZA2 | EPAC2 activation, biochemical qHTS; response scale: 100% = 6.5 mM cAMP response | Potency, µM (top dose mostly 154 µM), inactives show at the highest dose activation, hits mostly activators | 0.079% of 360,000 active | AID 720711; also: potency is read from the fitted curve at half-maximal effect; nearly all actives have a fitted effect of over 50% in size
# Target sequence (Q8WZA2 whole entry, looked up): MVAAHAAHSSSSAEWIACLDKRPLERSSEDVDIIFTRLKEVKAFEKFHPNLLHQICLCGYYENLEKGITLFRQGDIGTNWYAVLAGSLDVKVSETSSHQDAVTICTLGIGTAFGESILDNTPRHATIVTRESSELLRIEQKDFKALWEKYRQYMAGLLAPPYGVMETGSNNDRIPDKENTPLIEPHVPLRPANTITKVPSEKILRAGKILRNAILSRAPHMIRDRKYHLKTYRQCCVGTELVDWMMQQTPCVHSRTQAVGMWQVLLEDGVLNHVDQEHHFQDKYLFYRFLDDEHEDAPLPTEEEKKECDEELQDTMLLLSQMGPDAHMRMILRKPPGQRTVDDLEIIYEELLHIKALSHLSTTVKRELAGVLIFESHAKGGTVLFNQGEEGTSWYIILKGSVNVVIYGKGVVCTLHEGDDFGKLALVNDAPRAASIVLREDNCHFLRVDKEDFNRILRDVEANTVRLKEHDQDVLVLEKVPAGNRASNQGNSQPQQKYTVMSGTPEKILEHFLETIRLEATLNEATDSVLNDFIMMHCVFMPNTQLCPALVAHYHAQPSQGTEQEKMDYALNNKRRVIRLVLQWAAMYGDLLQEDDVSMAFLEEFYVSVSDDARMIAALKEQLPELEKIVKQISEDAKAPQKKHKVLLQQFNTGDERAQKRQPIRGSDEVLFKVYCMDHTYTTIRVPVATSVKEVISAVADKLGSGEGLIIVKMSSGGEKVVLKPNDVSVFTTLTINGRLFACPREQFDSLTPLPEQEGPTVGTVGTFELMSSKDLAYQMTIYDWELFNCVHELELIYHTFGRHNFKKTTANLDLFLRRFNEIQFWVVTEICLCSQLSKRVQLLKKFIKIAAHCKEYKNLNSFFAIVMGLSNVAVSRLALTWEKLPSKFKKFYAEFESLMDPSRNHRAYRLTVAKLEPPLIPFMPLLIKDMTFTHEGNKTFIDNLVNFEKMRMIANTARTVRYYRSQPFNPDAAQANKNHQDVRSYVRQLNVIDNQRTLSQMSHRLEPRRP
#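 Setup: EPAC2 100 nM, labeled Rap1B complex 250 nM, free GDP 50 uM. Compound titrations pinned in, brief spin, 5 min room temperature incubation. Kinetic fluorescence read over 30 min, normalized to 6.5 mM cAMP.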
# CCT chaperon mod = changes cytosolic chaperonin activity | AID 651819 | purified chaperonin ATPase assay, HTRF ADP detection, 30 min | 0.3% of 360,000 active | activity change, % (test concentration not listed), hits read low; in the data active = activity change below about -30%; also: % is scaled to controls: 0 for no effect and ±100 for the full control effect
#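 First, chaperonin was dispensed at 40 nM or 20 nM final depending on batch activity. Next, compounds were pinned at 76 uM and ATP added at 10 uM. After 30 min at 37 °C, ADP detection reagents ran 30 min at ambient temperature.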
# pAkt inh = Akt phosphorylation inhibition; Neuro2A IGF-stimulated pAkt S473 HTRF, 20 min; stronger effect = lower value; activity change, % for hits at 50 µM; 0.32% of 360,000 active; AID 651550; in the data active = activity change below about -80%; inconclusive = mostly about -51% to -80%; also: % is scaled to controls: 0 for no effect and ±100 for the full control effect
#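 Neuro2A cells in DMEM with 0.5% FBS, overnight at 37 deg C, given compound at single 50 µM final, then IGF (6 nM final) for 20 min at 37 deg C. Lysed; phospho-Akt Ser473 by HTRF after 24 h, 665/615 ratio.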
# Mm-Cpn inhibitor = blocks the Methanococcus maripaludis chaperonin Mm-Cpn; purified Mm-Cpn ATPase, ADP Transcreener TR-FRET; 0.031% of 330,000 active; Potency, µM (doses to about 76.9 µM), inactives show top-dose activity, negative = inhibition, hits mostly inhibitors; also: potency is read from the fitted curve at half-maximal effect; % is scaled to controls: 0 for no effect and ±100 for the full control effect; nearly all actives have a fitted effect of over 80% in size
#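 ATPase read-out: TR-FRET ADP immunoassay (anti-ADP Eu cryptate vs ADP-d2), ex 320 nm, em 590/665 nm; signal drops as ADP forms. Enzyme 25 nM, ATP 10 uM, 30 min at 37°C after 10 min compound preincubation.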
# Nrf2 block = blocks Nrf2 signaling; A549 ARE-Fluc reporter, luciferase luminescence, 18-24 h; Potency, µM (top dose mostly 46 µM), for the others: at the highest dose activity change, negative = inhibition, most hits filed as inhibitors; 2.1% of 360,000 active; also: potency is read from the fitted curve at half-maximal effect; % is scaled to controls: 0 for no effect and ±100 for the full control effect; nearly all actives have a fitted effect of over 60% in size
#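 Nrf2 function is reported as luminescence of an ARE-controlled luciferase in A549 cells. Compounds were tested at several concentrations, and a CellTiter-Fluor read on the same wells flagged cytotoxicity.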
# EPAC2 antag = EPAC2 (human) antagonism. Potency, µM (doses to about 114 µM), inactives show top-dose activity, negative = inhibition, usual class: inhibitors. 0.18% of 360,000 active. Q8WZA2. EPAC2 GEF exchange of Rap1B-BODIPY-GDP, fluorescence; also: potency is read from the fitted curve at half-maximal effect; % is scaled to controls: 0 for no effect and ±100 for the full control effect; nearly all actives have a fitted effect of over 45% in size; many of its hits are not listed in these tables
# Nrf2 activator = Nrf2 pathway activation; AREc32 ARE-luciferase reporter (MCF7-derived line), luminescence, 24 h; 0.31% of 410,000 active; Potency, µM (highest dose often 46.1 µM), inactives show at the highest dose activation, most hits filed as activators; AID 624171; also: potency is read from the fitted curve at half-maximal effect; % of control where 0% means no effect; nearly all actives have a fitted effect of over 65% in size
#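 Nrf2 activation is followed as ARE-luciferase induction in the AREc32 line after one day of compound treatment; luminescence is read with Steady-Glo.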
# A549 tox = counter-screen for Nrf2 inhibitors: cytotoxicity in A549 cells | A549 ARE-Fluc cells, CellTiter-Fluor viability, 18-24 h | Potency, µM (series often up to 46 µM), inactives show at the highest dose activity change, negative = cytotoxicity, hits mostly inhibitors | 0.16% of 390,000 active; also: potency is read from the fitted curve at half-maximal effect; % is scaled to controls: 0 for no effect and ±100 for the full control effect
#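 A549 ARE-Fluc cells in 5% FBS OPTI-MEM, 5000 cells/well, rested 2 h then exposed to compounds in concentration-response for 18-24 h at 37 °C. Viability by CellTiter-Fluor fluorescence (Ex 405/Em 525) after 30 min; luciferase luminescence (BugLite, 15 min, RT) read afterwards.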
# TGFb SMAD3 inh = blocks TGF-b signaling | HepG2 CAGA-GFP TGF-b/SMAD3 reporter, GFP fluorescence, 18 h; TGF-beta stimulated, 500 pg/mL final | Potency, µM (series often up to 46.1 µM), inactives show at the highest dose activity, negative = inhibition, hits mostly inhibitors | 1.2% of 410,000 active | AID 588855; also: potency is read from the fitted curve at half-maximal effect; % is scaled to controls: 0 for no effect and ±100 for the full control effect; nearly all actives have a fitted effect of over 65% in size
#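 Cell-based qHTS in HEPG2 carrying a CAGA-GFP Smad reporter; compounds added before 500 pg/mL final TGF-beta, 18 h incubation at 37 degrees C, GFP fluorescence quantified per cell by imaging cytometry.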
# Starred values were filed as active, the others as inactive; i = inactive; ? = inconclusive; nt = not tested or not shown; & = joins results of further samples; [ ] = another dose, or the depositor's remark. Unless noted, calls follow the shape of the dose curve; as a rule, active = well fitted curve in the direction sought with a large enough effect; inconclusive = small, poorly fitted or top-dose-only effect, or another doubt; inactive = no such curve, though single readings can be large; an effect the other way counts as inactive or inconclusive. Only part of the results is shown. The share of hits here may be higher or lower than overall.
SMILES,EPAC2 agonist,CCT chaperon mod,pAkt inh,Mm-Cpn inhibitor,Nrf2 block,EPAC2 antag,Nrf2 activator,A549 tox,TGFb SMAD3 inh
Cc1cc(N2CCCC2)nc2ccc(NC(=S)NCCCN3CCC(C)CC3)cc12,15%,-0.5,i,0%,-1%,-10%,12%,9.2µM*,?
CN(CC(=O)Nc1cccc(F)c1)C(=O)COc1cccc2c1OC(C)(C)C2,-2%,1.3,i,1%,?,4%,0.1%,0%,-11%
COc1ccc(CNC(=O)[C@@H](NC(=O)C2CCN(S(=O)(=O)c3ccccc3)CC2)C(C)C)cc1,1%,-0.7,i,0%,1%,-6%,-0.6%,-2%,-18%
CC1CCCCC1NC(=O)COC(=O)c1ccc(N(C)C)cc1 (stereo not drawn),-14%,-0.2,i,1%,-5%,-1%,0.0%,-3%,14%
COc1cc(OC)c(C(=O)Nc2ccncc2)cc1OC,5%,1.0,i,1%,-24%,-1%,0.5%,?,4%
CN(C)c1cccc(F)c1C(=O)NC(=O)Nc1ccc(Cl)cc1,8%,-1.4,i,nt,-14%,3%,2.5%,-3%,?
Cc1nn(C)cc1CN(C)C(=O)C1CCC(=O)N(CCc2cccc(F)c2)C1 (stereo not drawn),6%,0.3,i,nt,nt,24%,-1.6%,nt,1%
Cc1cc(C)nc(NC(=NCCc2c[nH]c3ccccc23)NC(=O)Nc2ccc(Cl)cc2)n1,9%,2.4,i,3%,?,-1%,-1.7%,2%,0%
Cc1cc(C)cc(OCC(=O)Nc2ccc(-n3cnnn3)cc2)c1,-2%,-1.8,i,1%,-15%,-5%,-1.0%,1%,-7%
COc1ccc(NS(=O)(=O)c2cc([N+](=O)[O-])ccc2NN=Cc2ccccc2OCC(=O)O)cc1,2%,1.3,i,1%,7%,4%,-0.2%,-19%,-1%
CCCCN(C)S(=O)(=O)c1cc(-c2cc(C)no2)ccc1C,nt,nt,nt,nt,?,nt,-0.4%,-3%,0%
COc1cccc(-c2n[nH]c3c2CCC3)c1,7%,2.5,i,-1%,13%,-13%,-0.2%,-5%,-6%
C[C@@H]1[C@@H](Sc2ccccc2)CC(=O)O[C@@H]1c1ccc(-c2ccccc2)cc1,0%,-1.6,i,nt,18µM*,1%,?,-8%&-17%,?
CC1CN(C(=S)Nc2cccc(Cl)c2)CC(C)O1 (stereo not drawn),8%,0.9,i,0%,?,-6%,-0.1%,4%,-14%
CC(=O)c1ccc(S(=O)(=O)Nc2ccc(-c3ccc4nncn4n3)cc2)cc1,-8%,1.0,i,-1%,-14%,-3%,1.7%,-8%,-3%
CCN1C(=O)c2cccc3c(S(=O)(=O)Nc4ccccc4O)ccc1c23,11%,-0.5,i,-4%,?,-16%,23%,-17%,1%
CC(=O)Nc1ccc(SCC(=O)c2cc(C)n(-c3ccccc3F)c2C)cc1,0%,-2.1,i,0%,?,-3%,-0.9%,-14%,12%
COc1ccccc1NC(=O)C1=C(C)Nc2c(C(=O)Nc3cccc(C)c3)cnn2C1c1ccccc1Cl (stereo not drawn),nt,nt,nt,nt,8%,nt,-0.2%,-3%,-10%
CC(C)(C)OC(=O)N1CCC(c2c(C(=O)NCCN3CCC(Cc4ccccc4)CC3)cnn2-c2ccc(F)cc2)CC1,nt,nt,nt,nt,-6%,nt,-2.6%,-22%,?
COc1cc2c(cc1OC)[C@@H](NC(=O)COc1ccccc1)[C@H](OCc1ccccc1)C2,15%,1.0,i,-1%,-8%,-12%,-0.6%,-4%,-6%
Cc1ccc(-n2c(CNc3ccc(F)cc3)nnc2SCC(=O)N2CCCC2)cc1,4%,0.5,i,4%,-29%,-1%,0.0%,0%,6%
N#Cc1nc(Cl)c(Cl)c(NN)c1Cl,6%,-1.9,i,-1%,-5%,-3%,11%,-2%,-25%
c1ccc(-c2nnc(CN3CCCc4ccccc43)o2)cc1,2%,-1.4,i,-3%,?,-5%,?,-10%,48%[activator]
Oc1ccc(Cl)cc1CNCC1CCCO1 (stereo not drawn),-4%,-1.2,i,-1%,-2%,9%,0.1%,-3%,-9%
CCOC(=O)c1cnc(Nc2nc3ccccc3o2)nc1CSC(=S)N1CCCCC1,-9%,-0.8,i,-2%,?,1%,4.9%,-2%,?
COC(=O)c1ccccc1NC(=S)N1CCOCC1,1%,0.9,i,1%,4%,6%,0.3%,11%,-7%
C/C(=N/NC(=O)c1cc(-c2ccccc2)nc2c(Cl)cccc12)c1cccnc1,5%,-2.1,i,-7%,-25%,-1%,0.0%,-1%,-22%
COCCN(C(=O)COC(=O)CSc1ccccc1)c1c(N)n(Cc2ccccc2)c(=O)[nH]c1=O,6%,-5.8,i,-1%,-4%,0%,0.2%,0%,0%
COc1ccc(/C=C(\NC(=O)c2ccccc2)C(=O)NC2CCS(=O)(=O)C2)cc1 (stereo not drawn),5%,0.4,i,-4%,9%,5%,0.0%,0%,0%
O=C(Nc1cccc(-c2cccc(Cl)c2)c1)C1CCN(Cc2ccc(CO)o2)CC1,-1%,0.1,i,-2%,-15%,-3%,3.5%,0%,?
Cn1nc(-c2ccc(Cl)cc2)cc1NC(=O)Nc1ccccc1,2%,-2.7,i,1%,7%,0%,7.7%,-11%,-16%
O=C(N=c1nc2ccccn2s1)c1ccccc1,-15%,0.4,i,5%,?,-1%,?,0%,-3%
CC(C)CCC(C(=O)O)C(C)CC(=O)Nc1ccn(-c2ccccc2)n1 (stereo not drawn),-1%,-1.7,i,1%,-7%,-2%,0.3%,0%,5%
Cc1cc(C)n2nc(SCC(=O)Nc3cccc(C(F)(F)F)c3)nc2n1,nt,nt,nt,nt,?,nt,0.6%,-11%,-17%
O=C(NCC(=O)N(c1cccnc1)C(C(=O)NC1CCCC1)c1cccs1)c1cccs1 (stereo not drawn),2%,-2.7,i,2%,-27%,-8%,-0.8%,-9%,?
CCOC(=O)c1ccc(N2C(=O)CC(Sc3nc(O)c(CC)c(=O)[nH]3)C2=O)cc1 (stereo not drawn),14%,-5.8,i,1%,nt,0%,-0.1%,-1%,-16%
O=C(CN(C(=O)c1csnn1)c1cccc2c1CCCC2)NCc1ccccc1,12%,1.4,i,-2%,-24%,-2%,-0.2%,-7%,9%
Cc1ccc(S(=O)(=O)N(C)C)cc1NC(=O)C1CCCN(C(=O)c2ccc(Cl)cc2)C1 (stereo not drawn),12%,1.8,i,-5%,?,-1%,2.6%,-1%,3%
S=C(NC1CCCCC1)N1CCOCCOCCN(C(=S)NC2CCCCC2)CCOCC1,17%,-0.4,i,-1%,0%,6%,0.6%,1%,-6%
COc1ccc(S(=O)(=O)NCc2cccnc2)c2ccccc12,1%,-3.9,i,2%,-8%,-4%,-0.7%,-19%,14%
CCOC(=O)C1=C(C)N(c2nonc2NC(C)=O)C(N)=C(C#N)C1c1ccccc1F (stereo not drawn),-17%,-0.1,i,-1%,-16%,-2%,-0.3%,-12%,-5%
CCOC(=O)c1c(Cl)c(C)nn1-c1nc(OC)cc(OC)n1,-12%,-1.0,i,0%,-13%,-4%,-0.1%,1%,1%
Cc1nc2ccc(C(=O)N3CCN(Cc4ccccc4)CC3)cc2[nH]1,3%,-1.5,i,4%,-2%,5%,-0.7%,-5%,11%
O=C(NNC(=O)C1CC=CCC1C(=O)O)c1ccc(Cl)cc1 (stereo not drawn),-1%,-0.5,i,3%,-7%,18%,-0.6%,-1%,0%
O=C(COc1ccc([N+](=O)[O-])cc1)NCc1ccccc1,8%,-4.3,i,2%,17%,0%,0.1%,7%,1%
Cn1nc(C(F)(F)F)cc1Oc1ncc(C(F)(F)F)cc1Cl,2%,1.5,i,3%,0%,2%,-0.5%,1%,0%
CCc1ccc(C(=O)COC(=O)c2nn(C)c(=O)c3ccccc23)cc1,16%,-6.9,i,-2%,-14%,-13%,-0.4%,1%,3%
CC(C)c1ccc(N2C(=O)CC(Sc3ncccn3)C2=O)cc1 (stereo not drawn),-5%,-1.8,i,1%,?,-2%,6.6%,2%,7%
Cc1ccc(C)c(CS(=O)(=O)c2cn(CC(=O)N(C(C)C)C(C)C)c3ccccc23)c1,nt,nt,nt,nt,20%,nt,-0.3%,0%,0%
O=C(COc1ccccc1Br)N1CCN(C(=O)c2cccs2)CC1,11%,1.5,i,-5%,2%,-1%,1.5%,2%,-4%
CCN1CCN(C(=O)c2cc(S(=O)(=O)N3CC(C)CC(C)C3)ccc2Cl)CC1 (stereo not drawn),4%,-1.3,i,2%,-2%,9%,-0.8%,-11%,-12%

# Some of the entries above in a different format:
COc1ccccc1NC(=O)C1=C(C)Nc2c(C(=O)Nc3cccc(C)c3)cnn2C1c1ccccc1Cl (stereo not drawn)
  EPAC2 agonist: nt | CCT chaperon mod: nt | pAkt inh: nt | Mm-Cpn inhibitor: nt | Nrf2 block: 8% | EPAC2 antag: nt | Nrf2 activator: -0.2% | A549 tox: -3% | TGFb SMAD3 inh: -10%

CC(C)(C)OC(=O)N1CCC(c2c(C(=O)NCCN3CCC(Cc4ccccc4)CC3)cnn2-c2ccc(F)cc2)CC1
  EPAC2 agonist: nt | CCT chaperon mod: nt | pAkt inh: nt | Mm-Cpn inhibitor: nt | Nrf2 block: -6% | EPAC2 antag: nt | Nrf2 activator: -2.6% | A549 tox: -22% | TGFb SMAD3 inh: ?

COc1cc2c(cc1OC)[C@@H](NC(=O)COc1ccccc1)[C@H](OCc1ccccc1)C2
  EPAC2 agonist: 15% | CCT chaperon mod: 1.0 | pAkt inh: i | Mm-Cpn inhibitor: -1% | Nrf2 block: -8% | EPAC2 antag: -12% | Nrf2 activator: -0.6% | A549 tox: -4% | TGFb SMAD3 inh: -6%

Cc1ccc(-n2c(CNc3ccc(F)cc3)nnc2SCC(=O)N2CCCC2)cc1
  EPAC2 agonist: 4% | CCT chaperon mod: 0.5 | pAkt inh: i | Mm-Cpn inhibitor: 4% | Nrf2 block: -29% | EPAC2 antag: -1% | Nrf2 activator: 0.0% | A549 tox: 0% | TGFb SMAD3 inh: 6%

# Screening data as filed in PubChem.
